MmCpn inh – M. maripaludis TRiC chaperonin inhibition. purified Mm-Cpn ATPase, ADP Transcreener TR-FRET. hit rate 0.031% among 330,000. AID 504842. Potency, µM (titrated, usually from 76.9 µM), for the others: at the highest dose activity, negative = inhibition, actives largely listed as inhibitors; also: potency is read from the fitted curve at half-maximal effect; % is scaled to controls: 0 for no effect and ±100 for the full control effect; nearly all actives have a fitted effect of over 80% in size
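Eu-cryptate anti-ADP/ADP-d2 competition gives a ratio inversely related to ADP. Enzyme at 25 nM was pre-exposed to compound for 10 min, then given 10 uM ATP for 30 min, 37°C throughout.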
EPAC1 antag – antagonists of human EPAC1. Potency, µM (top dose mostly 115 µM), inactives show at the top dose activity change, negative = inhibition, usual class: inhibitors. O95398. AID 720709. EPAC1 GEF assay, Rap1b-BODIPY-GDP exchange fluorescence. hit rate 0.14% among 360,000;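 also: potency is read from the fitted curve at half-maximal effect; plate controls were vehicle for no effect and positive control for full effect; nearly all actives have a fitted effect of over 50% in size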
WRN inhibitor – WRN helicase (human) inhibition; Q14191; WRN helicase unwinding, fluorescent forked duplex, kinetic; Potency, µM (titrated, usually from 114 µM), for inactives: top-dose activity change, negative = inhibition, most hits filed as inhibitors; hit rate 0.46% among 360,000; AID 651768; also: potency is read from the fitted curve at half-maximal effect; % is scaled to controls: 0 for no effect and ±100 for the full control effect; nearly all actives have a fitted effect of over 55% in size
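WRN at 20 nM final was preincubated with compound for 15 min at room temperature; reaction started with 100 nM forked duplex oligonucleotide carrying fluorophore and quencher plus 2 mM ATP (final). Unwinding followed kinetically by red fluorescence (ex 525/em 598 nm).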
PI5P4Ka inh – inhibitors of human PI5P4K alpha | max response, % | AID 652105 | PI5P4Kalpha enzyme, ADP-Glo luminescence, 60 min; hits give low values | hit rate 1.2% among 330,000 | P48426; active = max response of -50% or lower; inconclusive = between -30% and -50%; inactive = -30% or higher; also: value at the top dose of about 77 µM; % is scaled to controls: 0 for no effect and ±100 for the full control effect
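Luminescence from ADP-Glo served as readout of PI5P4Kalpha activity in a qHTS format. Reaction: enzyme, substrate, compound, ATP at 5 microM final, 60 min at RT.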
EPAC1 ag – activates human EPAC1 exchange factor; AID 720707; EPAC1 agonist qHTS, biochemical assay; response scale: 100% = response to 6.5 mM cAMP; hit rate 0.073% among 360,000; Potency, µM (series often up to 154 µM), for the others: at the top dose activation, actives largely listed as activators; also: potency is read from the fitted curve at half-maximal effect; nearly all actives have a fitted effect of over 60% in size
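Normalized to 6.5 mM cAMP, activity reflects EPAC1-catalysed release of BODIPY-GDP from Rap1B, followed kinetically over 30 min at 480 nm excitation, 540 nm emission. Reaction contained 100 nM EPAC1, 250 nM Rap1B-BODIPY-GDP, 50 uM GDP.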
CCT modulator – changes cytosolic chaperonin activity | purified chaperonin ATPase assay, HTRF ADP detection, 30 min | activity change, % (no concentration beside the values), hits read low | hit rate 0.3% among 360,000; in the data active = activity change below about -30%; also: % is scaled to controls: 0 for no effect and ±100 for the full control effect
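Nucleotide hydrolysis assay: TRiC at 20–40 nM final (set by batch activity) with 10 uM ATP, 30 min at 37 °C, in presence of 76 uM compound. Detection by competitive ADP HTRF, 30 min ambient.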
EPAC2 antag – antagonists of human EPAC2 | Q8WZA2 | EPAC2 GEF exchange of Rap1B-BODIPY-GDP, fluorescence | Potency, µM (titrated, usually from 114 µM), inactives show top-dose activity, negative = inhibition, hits mostly inhibitors | hit rate 0.18% among 360,000 | AID 720708; also: potency is read from the fitted curve at half-maximal effect; % is scaled to controls: 0 for no effect and ±100 for the full control effect; nearly all actives have a fitted effect of over 45% in size; many of its hits are not listed in these tables
Target sequence (Q8WZA2 whole entry, looked up): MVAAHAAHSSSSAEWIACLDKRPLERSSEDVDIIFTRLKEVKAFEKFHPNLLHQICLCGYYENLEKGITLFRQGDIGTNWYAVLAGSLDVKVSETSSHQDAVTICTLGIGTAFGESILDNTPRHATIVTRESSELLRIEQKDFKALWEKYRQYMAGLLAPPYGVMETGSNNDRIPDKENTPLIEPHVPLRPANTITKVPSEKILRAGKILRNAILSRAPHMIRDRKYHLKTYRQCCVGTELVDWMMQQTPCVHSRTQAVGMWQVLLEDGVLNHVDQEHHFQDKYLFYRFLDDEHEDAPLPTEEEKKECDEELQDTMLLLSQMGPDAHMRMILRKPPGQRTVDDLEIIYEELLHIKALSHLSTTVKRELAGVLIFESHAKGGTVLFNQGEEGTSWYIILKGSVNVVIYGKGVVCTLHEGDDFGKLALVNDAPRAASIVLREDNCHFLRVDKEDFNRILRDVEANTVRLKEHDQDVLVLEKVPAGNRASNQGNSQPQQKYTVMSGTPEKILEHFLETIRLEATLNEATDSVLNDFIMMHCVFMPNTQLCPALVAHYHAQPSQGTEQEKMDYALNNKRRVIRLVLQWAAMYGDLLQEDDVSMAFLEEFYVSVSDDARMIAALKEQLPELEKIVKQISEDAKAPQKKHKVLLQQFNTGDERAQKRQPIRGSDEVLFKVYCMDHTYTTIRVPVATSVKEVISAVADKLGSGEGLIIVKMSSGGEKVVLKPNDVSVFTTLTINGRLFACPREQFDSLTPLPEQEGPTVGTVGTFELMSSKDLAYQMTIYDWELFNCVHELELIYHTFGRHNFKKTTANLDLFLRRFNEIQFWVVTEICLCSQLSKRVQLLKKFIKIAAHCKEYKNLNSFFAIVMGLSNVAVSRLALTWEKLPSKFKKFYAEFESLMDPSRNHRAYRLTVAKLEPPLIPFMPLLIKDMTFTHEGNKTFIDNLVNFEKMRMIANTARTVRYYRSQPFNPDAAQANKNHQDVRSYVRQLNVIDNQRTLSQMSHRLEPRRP
PLK1 PBD inh – blocks phosphopeptide binding to human PLK1 polo-box domain | Potency, µM, without a hit: max response, negative = inhibition, most hits filed as inhibitors | P53350 | hit rate 2.8% among 360,000 | Plk1 PBD binding of FITC phosphopeptide, fluorescence polarization; also: potency is read from the fitted curve at half-maximal effect; series mostly up to about 57 µM; % is scaled to controls: 0 for no effect and ±100 for the full control effect; nearly all actives have a fitted effect of over 65% in size
Starred values were filed as active, the others as inactive; [ ] = remark or other dose. Unless noted, calls follow the shape of the dose curve; as a rule, active = well fitted curve in the direction sought with a large enough effect; inconclusive = small, poorly fitted or top-dose-only effect, or another doubt; inactive = no such curve, though single readings can be large; an effect the other way counts as inactive or inconclusive. An excerpt. The share of hits here may be higher or lower than overall.

CCc1ccc(N(CC(=O)O)S(=O)(=O)c2c(C)noc2C)cc1 was read as MmCpn inh 2%, EPAC1 antag -5%, WRN inhibitor 0%, PI5P4Ka inh 3, EPAC1 ag 10%, CCT modulator -0.6, EPAC2 antag -3% and PLK1 PBD inh 30µM*.
`COc1ccc(-c2c(C#N)c(N)nc3c2c(=O)n(C)c(=O)n3C)cc1` gave MmCpn inh inconclusive, EPAC1 antag 4%, WRN inhibitor 1%, PI5P4Ka inh 0, EPAC1 ag 1%, CCT modulator -2.1, EPAC2 antag 12% and PLK1 PBD inh -7%.
COC(=O)c1cc2oc(C)cc2n1CC(=O)N(C)c1ccccc1 was read as MmCpn inh -1%, EPAC1 antag 2%, WRN inhibitor -2%, EPAC1 ag 6%, CCT modulator -0.5, EPAC2 antag 7% and PLK1 PBD inh -2%.
For Clc1ccccc1-c1nc(N/N=C/c2cccnc2)c2ccccc2n1 the results were MmCpn inh 2%, EPAC1 antag -8%, WRN inhibitor -17%, PI5P4Ka inh 3, EPAC1 ag 4%, CCT modulator 0.2, EPAC2 antag -6% and PLK1 PBD inh -17%.
Screening O=C(O)CCC(=O)NCCc1cccc(Cl)c1 returned MmCpn inh -3%, EPAC1 antag -3%, WRN inhibitor 6%, PI5P4Ka inh 0, EPAC1 ag 7%, CCT modulator -5.5, EPAC2 antag 6% and PLK1 PBD inh 1%.
CC(C)(C)OC(=O)N(Cc1ccccc1)Cc1ccccc1OCc1ccc(NC(=O)C2CCC2)cc1 was read as EPAC1 antag 10%, WRN inhibitor -12%, PI5P4Ka inh 14, EPAC1 ag -15%, CCT modulator -3.5, EPAC2 antag 19% and PLK1 PBD inh -6%.
For NC(=S)N/N=C/c1ccc(C23CC4CC(CC(C4)C2)C3)cc1 the results were MmCpn inh 0%, EPAC1 antag -16%, WRN inhibitor -3%, PI5P4Ka inh -8, EPAC1 ag 1%, CCT modulator -2.4, EPAC2 antag -16% and PLK1 PBD inh -10%.
Screening N#CC1=C(N)SC2(CCCCC2)SC1c1ccccc1 (configuration not stated) returned MmCpn inh -3%, EPAC1 antag -9%, WRN inhibitor -11%, PI5P4Ka inh -16, EPAC1 ag -1%, CCT modulator -1.9, EPAC2 antag 4% and PLK1 PBD inh 21µM*.
Screening CSc1ccc(/C=N/NC(=O)CN2CCN(Cc3ccc(C)cc3)CC2)cc1 returned MmCpn inh 0%, EPAC1 antag -6%, WRN inhibitor -2%, PI5P4Ka inh 5, EPAC1 ag 2%, CCT modulator -3.2, EPAC2 antag 14% and PLK1 PBD inh -7%.
For Cc1ccc(C)c(N(CC(=O)NCc2ccc3c(c2)OCO3)C(=O)CCC(=O)Nc2ccccn2)c1 the results were MmCpn inh 0%, EPAC1 antag -6%, WRN inhibitor -3%[57.1 µM], PI5P4Ka inh -7, EPAC1 ag 2%, CCT modulator -1.8, EPAC2 antag 2% and PLK1 PBD inh 3%.
`CCOc1ccc(C)cc1S(=O)(=O)NC1CCCCCC1` gave MmCpn inh 0%, EPAC1 antag -12%, WRN inhibitor 5%, PI5P4Ka inh 0, EPAC1 ag -1%, CCT modulator -1.3, EPAC2 antag inconclusive and PLK1 PBD inh -3%.
O=C(CN1CCOCC1)Nc1nc2ccc(Br)cc2s1 was read as MmCpn inh 0%, EPAC1 antag -13%, WRN inhibitor 9%, PI5P4Ka inh -4, EPAC1 ag 0%, CCT modulator -0.2, EPAC2 antag -3% and PLK1 PBD inh 0%.
Cc1ccc(-n2ccnc2SCC(=O)N(CC(C)C)C2CCS(=O)(=O)C2)c(C)c1 (configuration not stated) was read as MmCpn inh -15%, EPAC1 antag -4%, WRN inhibitor 7%, PI5P4Ka inh -23, EPAC1 ag -7%, CCT modulator 0.5, EPAC2 antag -11% and PLK1 PBD inh 11µM*.
For COc1ccc2c(c1)c(=O)c(C(=O)c1ccc(Cl)cc1)cn2CC(=O)Nc1ccc(F)cc1 the results were MmCpn inh -2%, EPAC1 antag inconclusive, WRN inhibitor -3%, PI5P4Ka inh 0, EPAC1 ag -2%, CCT modulator -0.5, EPAC2 antag 8% and PLK1 PBD inh -8%.
For Cc1ccccc1OCCC(=O)OCC(=O)Nc1c(F)cccc1F the results were MmCpn inh -4%, EPAC1 antag -9%, WRN inhibitor -11%, PI5P4Ka inh -5, EPAC1 ag -17%, CCT modulator 3.0, EPAC2 antag -4% and PLK1 PBD inh -10%.

Reprinted from the part before: three entries, then new ones.
Cc1ccc(-n2ccnc2SCC(=O)N(CC(C)C)C2CCS(=O)(=O)C2)c(C)c1 (configuration not stated) was read as MmCpn inh -15%, EPAC1 antag -4%, WRN inhibitor 7%, PI5P4Ka inh -23, EPAC1 ag -7%, CCT modulator 0.5, EPAC2 antag -11% and PLK1 PBD inh 11µM*.
For COc1ccc2c(c1)c(=O)c(C(=O)c1ccc(Cl)cc1)cn2CC(=O)Nc1ccc(F)cc1 the results were MmCpn inh -2%, EPAC1 antag inconclusive, WRN inhibitor -3%, PI5P4Ka inh 0, EPAC1 ag -2%, CCT modulator -0.5, EPAC2 antag 8% and PLK1 PBD inh -8%.
For Cc1ccccc1OCCC(=O)OCC(=O)Nc1c(F)cccc1F the results were MmCpn inh -4%, EPAC1 antag -9%, WRN inhibitor -11%, PI5P4Ka inh -5, EPAC1 ag -17%, CCT modulator 3.0, EPAC2 antag -4% and PLK1 PBD inh -10%.
`Cc1c(CCOC(=O)c2cc([N+](=O)[O-])cc([N+](=O)[O-])c2)sc[n+]1CCCCS(=O)(=O)[O-]` gave MmCpn inh 0%, EPAC1 antag 14%, WRN inhibitor 6%, PI5P4Ka inh -6, EPAC1 ag -3%, CCT modulator 0.0, EPAC2 antag 11% and PLK1 PBD inh 0%.
CCOc1ccc(N2CC(C(=O)N3CCCc4ccccc43)CC2=O)cc1 (configuration not stated) was read as MmCpn inh 3%, EPAC1 antag 0%, WRN inhibitor -2%, PI5P4Ka inh 6, EPAC1 ag 1%, CCT modulator 0.4, EPAC2 antag 0% and PLK1 PBD inh -8%.
Screening Cc1ccc(CNC(=O)Nc2ccccc2)c(C)c1 returned MmCpn inh 1%, EPAC1 antag -12%, WRN inhibitor -1%, PI5P4Ka inh 7, EPAC1 ag -3%, CCT modulator -2.1, EPAC2 antag 8% and PLK1 PBD inh 0%.
O=S(=O)(c1ccc2ccccc2c1)N1CCCCC1 was read as MmCpn inh 2%, EPAC1 antag 2%, WRN inhibitor -7%, EPAC1 ag 12%, CCT modulator 0.6, EPAC2 antag -3% and PLK1 PBD inh 1%.
`CCCn1c(=O)c(C(=O)NCc2ccc(OC)c(OC)c2)c(O)c2ccccc21` gave MmCpn inh -1%, EPAC1 antag -9%, WRN inhibitor -5%, PI5P4Ka inh 11, EPAC1 ag -9%, CCT modulator -3.4, EPAC2 antag 9% and PLK1 PBD inh 0%.
Screening O=C(/C=C/c1ccco1)Oc1ccc(C(=S)N2CCOCC2)cc1 returned MmCpn inh 0%, EPAC1 antag 8%, WRN inhibitor -2%, PI5P4Ka inh inconclusive, EPAC1 ag 0%, CCT modulator 0.8, EPAC2 antag -14% and PLK1 PBD inh 12µM*.
For Cc1ccc(NC(=O)c2ccc(Cl)cc2[N+](=O)[O-])nc1 the results were MmCpn inh 5%, EPAC1 antag -4%, WRN inhibitor -25%[57.1 µM], PI5P4Ka inh 0, EPAC1 ag 8%, CCT modulator 0.8, EPAC2 antag 3% and PLK1 PBD inh -4%.
`CCOC(=O)C1CCCN(c2c(NCCCN(C)c3ccccc3)c(=O)c2=O)C1` (configuration not stated) gave MmCpn inh 1%, EPAC1 antag 7%, WRN inhibitor 10%, PI5P4Ka inh 1, EPAC1 ag -10%, CCT modulator 0.0, EPAC2 antag 6% and PLK1 PBD inh 2%.
For COc1ccc(C)cc1NC(=O)CCC(=O)Nc1nnc(C2CCCCC2)s1 the results were MmCpn inh -2%, EPAC1 antag 3%, WRN inhibitor 2%, PI5P4Ka inh -11, EPAC1 ag -5%, CCT modulator -1.1, EPAC2 antag 7% and PLK1 PBD inh -3%.
COc1cccc(-c2nc(CS(=O)(=O)CC(=O)Nc3ccc(F)cc3F)c(C)o2)c1 was read as MmCpn inh -2%, EPAC1 antag -29%, WRN inhibitor 5%, PI5P4Ka inh 1, EPAC1 ag -8%, CCT modulator 0.0, EPAC2 antag -14% and PLK1 PBD inh -6%.
For CCOC(=O)c1cc2c(ccn2C)n1CC(=O)N1CCC(Cc2ccccc2)CC1 the results were MmCpn inh -3%, EPAC1 antag -1%, WRN inhibitor -11%, EPAC1 ag 18%, CCT modulator 0.8, EPAC2 antag -1% and PLK1 PBD inh -9%.
For CCOc1ccc(NC(=O)CCc2ccc(C)o2)cc1 the results were MmCpn inh 3%, EPAC1 antag 2%, WRN inhibitor -5%[57.1 µM], PI5P4Ka inh 9, EPAC1 ag 0%, CCT modulator -2.4, EPAC2 antag 2% and PLK1 PBD inh -8%.
Screening COc1cc(NC(=O)COC(=O)/C=C/c2c(C)nn(C3CCS(=O)(=O)C3)c2Cl)cc(OC)c1OC (configuration not stated) returned MmCpn inh 0%, EPAC1 antag 2%, WRN inhibitor 3%, PI5P4Ka inh 7, EPAC1 ag 12%, CCT modulator -2.6, EPAC2 antag -5% and PLK1 PBD inh -12%.
CSCCC(NS(=O)(=O)c1cc(C(=O)O)ccc1Cl)C(=O)O (configuration not stated) was read as MmCpn inh 5%, EPAC1 antag -7%, WRN inhibitor 1%, PI5P4Ka inh -9, EPAC1 ag -17%, CCT modulator -2.6, EPAC2 antag -3% and PLK1 PBD inh -12%.
`Cc1cc(C)c2[nH]c(=O)c(CN(Cc3cccnc3)C(=S)NCCCN(C)C)cc2c1` gave MmCpn inh -12%, EPAC1 antag 0%, WRN inhibitor -22%, PI5P4Ka inh 3, EPAC1 ag 6%, CCT modulator -2.9, EPAC2 antag -1% and PLK1 PBD inh -13%.
Screening CCSc1nnc(NC(=O)[C@H](C)NC(=O)c2ccccc2Cl)s1 returned MmCpn inh 1%, EPAC1 antag 4%, WRN inhibitor -7%, PI5P4Ka inh 6, EPAC1 ag 2%, CCT modulator 1.1, EPAC2 antag 0% and PLK1 PBD inh -9%.
For CCCCn1nnnc1NCc1cc(OC)c(OC)cc1OC the results were MmCpn inh 2%, EPAC1 antag 4%, WRN inhibitor 7%, EPAC1 ag 1%, CCT modulator 0.8, EPAC2 antag 9% and PLK1 PBD inh -2%.
`O=C(Nc1ccc2c(c1)OCCO2)c1ccc(S(=O)(=O)N2CCCCC2)cc1` gave MmCpn inh -4%, EPAC1 antag 0%, WRN inhibitor -22%, PI5P4Ka inh -3, EPAC1 ag 11%, CCT modulator 0.2, EPAC2 antag -9% and PLK1 PBD inh -5%.

Screens deposited in PubChem by National Center for Advancing Translational Sciences (NCATS).
